MEP2 TOR yeast: modulators of MEP2-GFP levels in yeast, primary screen, S. cerevisiae, multiplex flow cytometry, MLPCN library; 330,000 compounds, 0.51% hits; GFP response vs DMSO, % at 10 µM; S. cerevisiae MEP2-GFP strain, 3 h; 100% = DMSO control level; AID 2016, 2009;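 active = GFP response versus DMSO above a set limit, roughly screen mean plus 3 SD, cut at about 180% in these data; inconclusive = fewer than 70 cells counted for a yeast strain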;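 note: median GFP fluorescence of the barcode-gated MEP2-GFP cells per well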
AHR activator: AHR activators, primary screen, cell-based, luminescence, luciferase reporter, human | Aryl hydrocarbon receptor (Homo sapiens), P35869 | AHR-responsive luciferase reporter cells | activation, % at 5 µM | 320,000 compounds, 2.5% hits; in the data active = activation above about 47%;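 note: 0% = vehicle wells and 100% = reference agonist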
RPL19A TOR yeast: RPL19A-GFP expression modulators in yeast, primary screen, cell-based, S. cerevisiae, multiplex flow cytometry, MLPCN | AID 2025, 2009 | 330,000 compounds, 0.3% hits | percent response vs DMSO, % at 10 µM | S. cerevisiae RPL19A-GFP strain, 3 h; hits give low values;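 active = percent response vs DMSO below 50%; inconclusive = fewer than 70 events counted for the yeast strain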;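 note: median channel GFP fluorescence of the barcoded RPL19A-GFP strain; ratio of sample median GFP to plate DMSO average so 100% = DMSO; lower means less RPL19A-GFP as with rapamycin TOR inhibition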
LAP4-GFP MLPCN: modulators of LAP4-GFP expression in yeast, primary screen, S. cerevisiae, multiplex flow cytometry, MLPCN library | 3 h; median GFP as percent of DMSO wells | GFP response vs DMSO, % at 10 µM | 320,000 compounds, 0.34% hits;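 active = GFP response vs DMSO above a set limit, about the screen mean plus 3 SD, cut at about 150% in these data; inconclusive = under 70 cell events counted for the yeast strain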
CR mimetic SO: reduction of superoxide in aged yeast, primary screen, HTS; S. cerevisiae aged cells, superoxide DHE fluorescence; hits give low values; superoxide response (% of plate mean), % at 10 µM; 330,000 compounds, 0.18% hits; AID 2690, 2010;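 active = superoxide response under a set limit, about three screen SD below normal, cut at about 65% in these data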;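 note: yeast aged for seven days with compound at 30 °C before DHE staining; 100% = average MFI of all compound-treated wells on the plate with controls excluded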
GASC-1 inh: inhibitors of GASC-1 histone demethylase, primary screen, biochemical, fluorescence, DELFIA europium; GST-JMJD2C(1-420) H3K9me3 demethylation; 330,000 compounds, 0.069% hits; inhibition, % at 2.35 µM;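 active = more than half of a compound's replicate wells show inhibition beyond 50%, single wells judged on their own value; inconclusive = some, but no more than half, of replicates pass 50% inhibition; inactive = no replicate passes 50% inhibition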;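 note: signal counts dimethyl H3K9 product captured on neutravidin plate; 0% = median of DMSO wells and 100% = 0.3 times that DMSO median; strong numbers were not always called active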
Target sequence (Q9H3R0 1-420 limits assumed): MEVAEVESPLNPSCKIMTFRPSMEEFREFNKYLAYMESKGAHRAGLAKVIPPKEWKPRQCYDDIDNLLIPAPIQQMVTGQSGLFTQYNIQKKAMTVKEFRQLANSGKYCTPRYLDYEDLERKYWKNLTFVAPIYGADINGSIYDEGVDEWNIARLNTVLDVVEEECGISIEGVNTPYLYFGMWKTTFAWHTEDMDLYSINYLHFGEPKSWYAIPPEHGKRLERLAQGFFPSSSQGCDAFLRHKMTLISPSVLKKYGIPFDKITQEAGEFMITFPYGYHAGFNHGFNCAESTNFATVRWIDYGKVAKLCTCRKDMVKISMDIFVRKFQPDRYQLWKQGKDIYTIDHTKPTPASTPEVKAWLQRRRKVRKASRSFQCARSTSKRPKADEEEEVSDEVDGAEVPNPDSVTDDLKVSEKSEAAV
procasp3 activ: activators of human procaspase-3 D3A mutant, primary screen, biochemical, absorbance, PC-3 D3A mutant, single concentration; Caspase-3 (Homo sapiens), P42574; recombinant procaspase-3 D3A, Ac-DEVD-pNA absorbance 405 nm; 330,000 compounds, 0.11% hits; AID 463141, 2010; activation, % at 8.5 µM;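 active = activation above the mean of all tested compounds plus 3 SD, cut at about 21% in these data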;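 note: 0% = DMSO alone and 100% = DMSO wells spiked with extra 5 µM PC-3 D3A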
Target sequence (P42574 whole entry D9A/D28A/D175A): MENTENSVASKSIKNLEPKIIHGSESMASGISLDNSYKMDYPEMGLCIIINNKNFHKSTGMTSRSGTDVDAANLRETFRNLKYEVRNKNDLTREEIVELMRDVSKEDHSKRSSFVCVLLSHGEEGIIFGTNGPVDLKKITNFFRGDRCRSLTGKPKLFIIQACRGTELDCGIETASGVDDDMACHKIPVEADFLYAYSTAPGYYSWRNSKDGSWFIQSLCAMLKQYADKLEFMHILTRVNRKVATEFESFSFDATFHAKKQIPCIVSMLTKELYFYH
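material = Procaspase-3 D3A mutant | probe or stimulus = Ac-DEVD-pNA | compound = single dose, 8.5 µM nominal compound, 0.8% DMSO | timing = 1 h preincubation, 2 h reaction | measured by = 405 nm absorbance of p-nitroaniline, reads at 0 and 120 min | benchmarks = DMSO-only low control, 5 µM PC-3 D3A high control | repeats = singlicate, each compound tested once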
procasp7 counter: procaspase-7 activators, primary screen, counter-screen for procaspase-3 activator project, biochemical, absorbance, HTS, human. Caspase-7 (Homo sapiens), P55210. recombinant procaspase-7, Ac-DEVD-pNA absorbance 405 nm; D23A/D198A/D206A triple mutant, cannot self-cleave; scale: DMSO 0, 5 µM enzyme 100. activation, % at 8.5 µM. 330,000 compounds, 0.093% hits. AID 463210, 2010;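 active = percent activation above the screen-wide mean plus 3 SD, cut at about 25% in these data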
Target sequence (P55210 whole entry D23A/D198A/D206A): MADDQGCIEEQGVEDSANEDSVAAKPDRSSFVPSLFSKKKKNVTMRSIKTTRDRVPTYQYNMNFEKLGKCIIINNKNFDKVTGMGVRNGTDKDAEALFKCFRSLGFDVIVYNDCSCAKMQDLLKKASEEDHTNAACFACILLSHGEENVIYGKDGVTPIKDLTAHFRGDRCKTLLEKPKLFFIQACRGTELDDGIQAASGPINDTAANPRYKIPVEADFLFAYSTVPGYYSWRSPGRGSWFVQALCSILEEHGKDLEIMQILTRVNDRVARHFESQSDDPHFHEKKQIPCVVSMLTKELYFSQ
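Assay system: Uncleavable procaspase-7 mutant enzyme | Input: 2 µM procaspase-7 mutant as dispensed | Timing: 1 h compound preincubation, 2 h substrate cleavage, 25 °C | Repeats: One well per compound | Control set: DMSO wells as 0%, DMSO with 5 µM added PC-7 as 100% | Technique: Epi-absorbance of released pNA at 405 nm, two timepoints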
* hit, by the source's call; ? = inconclusive; . = no result given.

SMILES | AHR activator | LAP4-GFP MLPCN | procasp7 counter | CR mimetic SO | GASC-1 inh | procasp3 activ | RPL19A TOR yeast | MEP2 TOR yeast
Cc1ccc(-c2cc(C(=O)OCC(=O)N(C)C3CCS(=O)(=O)C3)c3ccccc3n2)o1 (centres undefined) | -2 | 105 | -6 | 122 | 5 | -1 | 93 | 97
Cc1n[nH]c(=O)nc1NCCN(C)C | 1 | 98 | 1 | 100 | -16 | -1 | 104 | 105
CCc1ccccc1NC(=S)NN | 6 | 91 | -13 | 102 | 11 | -13 | 99 | 100
N#CCC(=O)Nc1ccc(C(=O)NCc2ccccn2)cc1 | 0 | 114 | 2 | 97 | 8 | 16 | 96 | 104
Cc1sc2ncnc(SCC(=O)N3CCCC(C(N)=O)C3)c2c1C (centres undefined) | 4 | 94 | 1 | 131 | 2 | 1 | 87 | 93
CCOC(=O)C1(Cc2ccc(Cl)cc2)CCN(C2CCC2)CC1 | 3 | 89 | 6 | 108 | -1 | 0 | 103 | 103
NS(=O)(=O)c1ccc(CCNC(=O)c2cc(-c3cc(Cl)ccc3O)n[nH]2)cc1 | 3 | 106 | -14 | 96 | 0 | 5 | 95 | 92
O=C(C[n+]1ccccc1)N/N=C/c1ccc(Cl)cc1 | 2 | 104 | -4 | 99 | -2 | 9 | 105 | 105
CCC(C)[C@H](NC(=O)N1c2ccccc2NC(=O)[C@@H]1C(C)C)C(=O)N[C@@H](Cc1ccccc1)C(=O)O (some centres undefined) | 0 | 104 | 9 | 91 | -4 | 11 | 97 | 88
CCC(C)Sc1cccc(-c2nc3ccc(C)cn3c2NCc2ccccc2)c1 (centres undefined) | 28 | 126 | 19 | 99 | 5 | 12 | 94 | 96
COc1cc(C2=NOC(C(=O)NCc3cccs3)C2)cc(OC)c1OC (centres undefined) | 4 | 95 | -5 | 94 | 4 | 10 | 99 | 100
CC(=O)Nc1ccc2c(c1)c1ccccc1n2C(C)=O | 43 | 98 | 7 | 104 | -4 | 1 | 102 | 98
CCCN(CCC)S(=O)(=O)c1ccc(C(=O)Nc2ccc(S(=O)(=O)Nc3nnc(CC)s3)cc2)cc1 | . | 95 | . | 117 | 3 | . | 101 | 108
O=C(COC(=O)c1ccc(O)cc1)Nc1nccs1 | 5 | 96 | -3 | 89 | -7 | -6 | 99 | 99
CCc1c(C)nc(SCC(=O)N2CCN(c3ccccc3)CC2)[nH]c1=O | 7 | 95 | -8 | 102 | 11 | -1 | 110 | 106
Cc1nc(C(=O)NCCCO)cc2c1[nH]c1ccccc12 | 5 | 91 | -7 | 98 | 9 | 0 | 106 | 107
CC1(C)N=C(c2ccccn2)C(C)(C)N1O | 1 | 93 | -1 | 81 | -1 | 13 | 92 | 96
O=c1c2cnn(-c3ccccc3)c2nc(-c2cccs2)n1-c1ccc(Br)cc1 | 4 | 108 | 10 | 96 | -2 | -5 | 104 | 114
CCOc1ccc(CCNC(=O)Nc2ccccc2)cc1OCC | 2 | 107 | 8 | 95 | 17 | 9 | 107 | 113
O=c1[nH]c(CSc2nnc(-c3ccccc3)n2C2CCCCC2)nc2ccccc12 | 2 | 104 | -14 | 138 | 1 | -1 | 108 | 105
COc1ccccc1Nc1nnc(SCC2CCCCO2)s1 (centres undefined) | -6 | 124 | 16 | 97 | -8 | 5 | 95 | 111
COCC(O)CNc1ccccc1 (centres undefined) | 1 | 83 | -2 | 96 | 5 | 0 | 98 | 91
O=C(/C=C/c1ccc(F)cc1)N1CCCc2ccccc21 | 5 | 115 | 7 | 107 | 4 | 12 | 102 | 89
CCn1cc(C(=O)NCc2ccccn2)c(=O)c2cc(F)c(N3CCN(C)CC3)cc21 | 1 | 101 | 14 | 106 | -2 | -10 | 102 | 97
CCN1CCCc2cc(CN(CCN3CCOCC3)C(=S)Nc3ccc(OC)c(OC)c3)ccc21 | 1 | 97 | -21 | 94 | 7 | -17 | 95 | 96
Cc1nnc(SCC(=O)Nc2ccc3c(c2)OCCO3)n1CC1CCCO1 (centres undefined) | 0 | 97 | -5 | 91 | 8 | 12 | 101 | 98
Cc1ccccc1C(=O)Nc1ccnn1C1CCN(C2CCSCC2)CC1 | 6 | 91 | 5 | 117 | 1 | 1 | 90 | 89
Cc1cc(S(=O)(=O)N(Cc2ccccc2)Cc2ccc(N(C)C)cc2)ccc1-n1cnnn1 | 3 | 93 | 12 | 90 | -8 | -3 | 98 | 99
CC1CN(C(=O)CCn2c(=O)oc3ccccc32)CC(C)O1 (centres undefined) | 2 | 102 | 9 | 98 | -2 | 8 | 99 | 104
O=C(NCC(=O)N(c1cccc(F)c1)C(C(=O)NC1CCCC1)c1cccnc1)c1cccs1 (centres undefined) | 1 | 91 | -2 | 108 | 0 | -1 | 97 | 95
Cc1cc(SCC(=O)c2ccccc2)nc(SCC(=O)c2ccccc2)n1 | 9 | 98 | 12 | 102 | 3 | -3 | 96 | 94
O=C(O)CCc1nn2c3ccccc3nc2n(-c2ccccc2)c1=O | 1 | 77 | -1 | 94 | 3 | 11 | 111 | 97
COc1ccc(C(=O)N2CCc3c([nH]c4ccccc34)C2C(F)(F)F)cc1 (centres undefined) | 1 | 95 | 10 | 88 | -9 | 5 | 94 | 90
Cn1nnnc1SC(C(=O)Nc1cccc(C(F)(F)F)c1)c1ccccc1 (centres undefined) | 15 | 93 | -6 | 94 | 5 | -1 | 104 | 95
O=C(COC(=O)Cc1ccc(Cl)cc1Cl)Nc1ccc(OC(F)F)cc1 | 0 | 84 | 5 | 106 | -19 | -3 | 98 | 100
CCN1CC2([N+](=O)[O-])C=CC(=O)C([N+](=O)[O-])(C1)C2CC(=O)c1ccccc1 (centres undefined) | 0 | 99 | 0 | 111 | -11 | -4 | 107 | 104
CC(NC(=O)c1ccc(C(C)(C)C)cc1)C(c1cccs1)N1CCOCC1 (centres undefined) | 1 | 120 | -7 | 102 | 6 | -6 | 105 | 112
Cc1ccc(Nc2nnns2)cc1C | 5 | 106 | -21 | 96 | -7 | -11 | 104 | 102
O=C(NNc1ccc(C2CCCCC2)cc1)C(O)(c1ccccc1)c1cccs1 (centres undefined) | 0 | 92 | 4 | 89 | -7 | 4 | 93 | 95
Cc1ccc(NC(=O)CN2C(=O)S/C(=C\c3cc(C)n(C)c3C)C2=O)cc1 | -1 | 101 | 1 | 136 | -4 | -11 | 105 | 113
COc1cc(C2OC(c3cc(OC)c(OC)c(OC)c3)C(C)C2C)cc(OC)c1OC (centres undefined) | 4 | 103 | -7 | 94 | -5 | 4 | 102 | 114
Cc1ccc(-n2nc(C(=O)N/N=C/c3cccc(C(F)(F)F)c3)c3ccccc3c2=O)cc1C | 2 | 105 | 7 | 100 | -8 | 5 | 103 | 105
COc1cc(/C=N/n2c(C3CCCCC3)n[nH]c2=S)cc(Br)c1O | 3 | 82 | 8 | 101 | -21 | -8 | 94 | 94
Cn1c(CSCc2ccc(Cl)cc2Cl)n[nH]c1=S | -6 | 124 | -37 | 106 | 1 | -19 | 96 | 93
CCCc1nc2sc3c(c2c(=O)n1NC(=O)c1ccco1)CC(C)(C)OC3 | -1 | 94 | -3 | 96 | 7 | 2 | 100 | 101
COc1ccc(S(=O)(=O)Nc2ccc(-n3cccc3)cc2)cc1 | 0 | 106 | -9 | 87 | 10 | -4 | 98 | 91
CCN(CC(=O)Nc1cc(Cl)cc(Cl)c1)CC(=O)NC1CCS(=O)(=O)C1 (centres undefined) | 2 | 95 | -3 | 108 | -7 | 4 | 96 | 99
NS(=O)(=O)c1ccc(NC(=O)c2ccc3c(c2)OCO3)cc1 | 15 | 95 | -4 | 108 | 3 | -2 | 106 | 110
CCOc1ccc(CNC(=O)CCCOc2cc(=O)n(C)c3ccccc23)cc1 | -1 | 108 | -5 | 94 | 6 | -1 | 100 | 101
CCOC(=O)CN1C(=O)C(O)(c2c(C)[nH]c3ccccc23)c2ccccc21 (centres undefined) | 11 | . | -1 | 84 | 8 | -4 | 97 | 101

As entered above:
`NS(=O)(=O)c1ccc(CCNC(=O)c2cc(-c3cc(Cl)ccc3O)n[nH]2)cc1` – procasp3 activ: 5
`CCOC(=O)C1(Cc2ccc(Cl)cc2)CCN(C2CCC2)CC1` – procasp7 counter: 6

Next part.
SMILES | AHR activator | LAP4-GFP MLPCN | procasp7 counter | CR mimetic SO | GASC-1 inh | procasp3 activ | RPL19A TOR yeast | MEP2 TOR yeast
COc1ccc(C(=O)OCC[N+]2(C)CCOCC2)cc1 | 1 | 97 | 1 | 114 | 5 | -3 | 95 | 96
COc1ccccc1-c1oc2ccccc2c1-c1ccc2c(c1)OCO2 | 36 | 101 | -9 | 103 | -5 | 6 | 100 | 97
CCCCOc1ccc(C(=O)OCC(=O)Nc2cc(C)c(C)cc2[N+](=O)[O-])cc1 | -3 | 98 | -1 | 96 | 3 | 0 | 103 | 102
COC(=O)c1ccc(C2C(Oc3ccc(OC)cc3)C(=O)N2CCc2ccc(F)cc2)cc1 (centres undefined) | 2 | 95 | 10 | 113 | 12 | 0 | 95 | 103
FC(F)(F)c1ccccc1CN1CCCC(N2CCN(c3ccccc3)CC2)C1 (centres undefined) | 9 | 96 | 4 | 101 | 6 | 0 | 101 | 109
COc1ccccc1OCCNC(=O)C(CCSC)NS(=O)(=O)c1ccccc1F (centres undefined) | 0 | 105 | 10 | 107 | 8 | -1 | 100 | 105
O=C(Nc1ccccc1)/C(=C\c1ccco1)NC(=O)c1ccco1 | 14 | 82 | -24 | 113 | -4 | -7 | 94 | 103
CC(C)NS(=O)(=O)c1ccc(CCC(=O)N2CCOCC2)cc1 | 0 | 107 | 2 | 84 | 6 | -8 | 97 | 101
CCc1cccc(CC)c1NC(=O)Cn1c(-c2ccc(F)cc2)noc1=O | 2 | 101 | 6 | 97 | 8 | -3 | 98 | 105
O=C(NC(=S)Nc1ccc(Br)cn1)c1cccs1 | 84* | ? | 7 | 85 | 3 | 2 | ? | ?
CN(CC(=O)N1CCN(c2ccccc2)CC1)S(=O)(=O)c1cccs1 | 0 | 98 | -5 | 99 | -11 | -1 | 96 | 96
COCCCN1C(=O)C2C(C(=O)Nc3cc(C)cc(C)c3)C3C=CC2(O3)C1C(=O)NC1CCCCC1 (centres undefined) | 0 | 88 | -4 | 92 | 17 | -6 | 63 | 217*

Bioassay records as filed in PubChem.
